Mtb RmlCD inh: inhibitors of Mycobacterium tuberculosis RmlC and RmlD coupled enzymes. RmlC+RmlD coupled enzyme assay, percent inhibition; primary screen in compound mixtures. inhibition, % at 3.6 µM. 0.03% of 160,000 active. P9WH09+P9WH11. AID 1533; in the data active = inhibition mostly above about 34%, no sharp cut-off; inconclusive = no clear call, values can overlap the other calls; inactive = mostly below about 22%; also: some results filed as inactive read as strong as hits
Target sequence (P9WH09 whole entry, looked up): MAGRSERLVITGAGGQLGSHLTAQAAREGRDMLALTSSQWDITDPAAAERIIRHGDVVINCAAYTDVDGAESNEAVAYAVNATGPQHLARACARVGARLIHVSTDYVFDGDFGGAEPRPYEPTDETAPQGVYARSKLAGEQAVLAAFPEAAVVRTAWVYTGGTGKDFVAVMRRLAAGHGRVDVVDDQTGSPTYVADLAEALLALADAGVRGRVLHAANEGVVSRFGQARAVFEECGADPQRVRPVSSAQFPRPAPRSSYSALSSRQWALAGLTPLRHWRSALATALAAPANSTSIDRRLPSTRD
Target sequence (P9WH11 whole entry, looked up): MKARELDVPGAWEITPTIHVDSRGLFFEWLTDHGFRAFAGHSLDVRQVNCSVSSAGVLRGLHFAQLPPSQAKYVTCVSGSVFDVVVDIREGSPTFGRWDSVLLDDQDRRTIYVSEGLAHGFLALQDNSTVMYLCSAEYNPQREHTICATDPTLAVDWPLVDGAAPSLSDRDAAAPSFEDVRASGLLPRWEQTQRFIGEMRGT
M. tuberculosis GlmU: inhibition of mycobacterial GlmU enzyme – biochemical, glucosamine-1-phosphate acetyltransferase (AID 1376); M. tuberculosis GlmU acetyltransferase enzyme assay; higher % means a stronger effect; one-dose inhibition, %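 (tested at 30 µM in the primary screen)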; IC50 in µM for titrated hits; 0.25% of 220,000 active; in the data active = inhibition above about 13%; inconclusive = no clear call, values can overlap the other calls;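 also: 0% = complete reaction with vehicle and 100% = reaction without substrate; strong numbers were not always called active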
* marks the source's active call; other numbers are inactive results; ? = inconclusive; · = not tested or not shown. This is a subset. The share of hits here may be higher or lower than overall.

SMILES | Mtb RmlCD inh | M. tuberculosis GlmU
COc1ccc(C(c2nnnn2C2CCCC2)N2CCc3ccccc3C2)cc1OC (stereo unspecified) | · | 2.0%
Clc1ccc(-c2nnc(-c3ccccc3)c(N3CCSCC3)n2)cc1 | -10.2 | 2.5%
O=C(c1ccc(Cl)cc1)N1CCCC(C(=O)N2CCc3ccccc3C2)C1 (stereo unspecified) | -8.9 | 4.0%
Cc1onc(-c2c(Cl)cccc2Cl)c1C(=O)c1ccc(F)cc1 | -11.4 | 3.0%
CCOC(=O)c1[nH]cnc1C(=O)NC(C)C | · | 6.5%
CCCCCc1nnc(NC(=O)Cn2cnc3ccccc3c2=O)s1 | 5.1 | -3.7%
Cc1cc(NC(=O)CN2CCN(c3ccccc3O)CC2)no1 | · | 2.9%
COc1ccc(C(=O)/C=C/C(=O)N(CC(=O)NC2CCCCC2)CC2CCCO2)c(O)c1 (stereo unspecified) | -0.2 | -3.5%
CSc1ccccc1C(=O)N1CCc2ccccc2C1 | -8.9 | 1.2%
COc1ccc(CN(C)C(c2ccccc2)c2nnnn2-c2ccccc2C)c(OC)c1C (stereo unspecified) | -7.4 | 0.8%
CC(C)(C)SCCNS(=O)(=O)c1ccc2ccccc2c1 | · | -1.4%
COC(=O)c1[nH]c2cc(OC)ccc2c1NC(=O)CCN1CCCCC1 | · | -0.1%
COc1ccc(OC)c(-c2csc(N(Cc3ccco3)C(=O)c3ccco3)n2)c1 | 14.1 | 1.9%
CSC1=NCCN1C(=O)c1ccc(S(=O)(=O)N2CCCCC2)cc1 | 6.2 | 3.1%
O=c1[nH]c2c(n(C3CCCCC3)c1=O)CCC2 | · | 4.0%
COc1ccc(C(=O)Oc2coc(CSc3nnc(NC(=O)c4cccs4)s3)cc2=O)cc1 | 29.7 | -0.6%
N#Cc1nccnc1S(=O)(=O)c1cccs1 | 5.4 | -1.2%
O=C(NCCc1c[nH]c2ccccc12)C(=O)NCC1OCCN1S(=O)(=O)c1ccc(F)cc1 (stereo unspecified) | · | -0.6%
CNC(=S)NNc1nncc2ccccc12 | 8.6 | 5.3%
CS(=O)(=O)NN1C(=O)c2ccccc2NC12CCCC2 | -7.2 | 4.3%

Full records as entered above:
`Clc1ccc(-c2nnc(-c3ccccc3)c(N3CCSCC3)n2)cc1` as listed: Mtb RmlCD inh: -10.2; M. tuberculosis GlmU: 2.5%
`CNC(=S)NNc1nncc2ccccc12` as listed: Mtb RmlCD inh: 8.6; M. tuberculosis GlmU: 5.3%

(continued)
SMILES | Mtb RmlCD inh | M. tuberculosis GlmU
O=C(CC1C(=O)NCCN1C(=O)Nc1ccccc1)Nc1cccc(Cl)c1 (stereo unspecified) | 4.1 | 2.4%
Cc1ccc(C(C(=O)NCc2ccccc2)N(C(=O)c2csnn2)c2cccc3ccccc23)o1 (stereo unspecified) | -4.6 | -0.5%
O=C(NC(=S)Nn1cnc2c(cnn2-c2ccccc2)c1=O)c1ccc(Cl)cc1 | ? | 2.4%
CC(C)c1ccccc1-n1c(-c2cccnc2)n[nH]c1=S | · | -3.0%
COCCSc1nnc(NC(=O)c2ccc([N+](=O)[O-])cc2)s1 | 0.5 | 0.2%
Cc1ccc2c(CC(=O)Nc3c(C)n(C)n(-c4ccccc4)c3=O)coc2c1 | -4.9 | -1.5%
O=C(NC(=S)NC1CCSC1=O)c1ccccc1 (stereo unspecified) | -9.1 | 1.7%
CC(Sc1nnc(COc2ccc(Cl)cc2)n1Cc1ccccc1)C(=O)O (stereo unspecified) | · | -0.1%
c1ccc(-c2nccnc2-c2ccccc2)cc1 | -12.7 | -0.4%
CCOc1ccc(C(=O)NC(=S)Nc2ccccc2N2CCC(C)CC2)cc1[N+](=O)[O-] | -4.9 | 1.2%
O=C(CSCc1ccc(C(=O)O)cc1)Nc1ccccc1 | · | 1.9%
CCc1cccc(NC(=O)Cn2cc(C=O)c3ccccc32)c1 | -8.1 | 1.2%
O=C(CSc1ccccn1)N/N=C/C=C/c1ccccc1 | -10.0 | -0.4%
CCCCC1CCCOC(C(=O)NCCNCCO)(C(F)(F)F)C1 (stereo unspecified) | · | -4.6%
CCCCSc1nc2c(c(=O)[nH]1)CCC2 | 52.3 | -1.8%
Cn1nc(C(=O)Nc2cccnc2)c2ccccc2c1=O | 6.1 | 1.5%
O=C(COc1ccc(Cl)cc1)NCc1nnc(SCC(=O)NC2CCCCC2)o1 | · | 2.3%
Cc1cccc(C2c3[nH]c4ccccc4c3CCN2C(=O)c2cc(CC(C)C)nc(C)n2)n1 (stereo unspecified) | · | -0.1%
Cc1nn(Cc2ccc(Cl)cc2)c(=O)n1N(C)c1ncc(C(F)(F)F)cc1Cl | 0.8 | -1.6%
CC12CCCCC1=NC(c1ccc(Br)cc1)N2O (stereo unspecified) | -7.2 | 3.9%
CC1c2nc3ccccc3n2C(CC(=O)NCc2ccccn2)C(=O)N1Cc1ccccc1 (stereo unspecified) | · | 5.3%
CC(=O)NN1C(=O)c2ccccc2NC1c1ccoc1 (stereo unspecified) | 6.0 | -3.6%
COc1ccc2[nH]c3c(c2c1)CCn1c-3nc2ccccc2c1=O | -9.3 | ·
O=C(O)c1ccc(Cl)c(S(=O)(=O)NC(Cc2ccccc2)C(=O)O)c1 (stereo unspecified) | 0.0 | -6.0%
C/C(=N\NC(=O)c1ccc(Br)cc1)c1ccccc1 | -4.1 | 4.5%
Cc1cccc(C)c1OCc1nnc(NC(=O)CSc2ccc(Cl)cc2)s1 | -6.3 | 0.1%
CC(C)c1onc(C(=O)N2CCCCC2)c1[N+](=O)[O-] | 7.2 | 1.4%
Cc1cccc(NC(=O)CSc2nnc(CNC(=O)c3ccc(S(=O)(=O)N(C)C)cc3)n2-c2ccc(F)cc2)c1 | 2.3 | 6.4%
CCOCCc1nnc(NC(=O)c2cccs2)s1 | · | 0.2%
CSc1nsc(SC)c1C(=O)N1CCN(S(=O)(=O)c2ccc(C)cc2)C1C (stereo unspecified) | 7.3 | 0.7%

Part of the list above in order of count of non-hydrogen atoms, smallest number first.
SMILES | Mtb RmlCD inh | M. tuberculosis GlmU
COCCSc1nnc(NC(=O)c2ccc([N+](=O)[O-])cc2)s1 | 0.5 | 0.2%
O=C(c1ccc(Cl)cc1)N1CCCC(C(=O)N2CCc3ccccc3C2)C1 (stereo unspecified) | -8.9 | 4.0%
CCOc1ccc(C(=O)NC(=S)Nc2ccccc2N2CCC(C)CC2)cc1[N+](=O)[O-] | -4.9 | 1.2%
COc1ccc(CN(C)C(c2ccccc2)c2nnnn2-c2ccccc2C)c(OC)c1C (stereo unspecified) | -7.4 | 0.8%
Cc1ccc(C(C(=O)NCc2ccccc2)N(C(=O)c2csnn2)c2cccc3ccccc23)o1 (stereo unspecified) | -4.6 | -0.5%

(list continues)
SMILES | Mtb RmlCD inh | M. tuberculosis GlmU
COc1ccc(C(C)=O)cc1CN(C)C | -9.9 | -0.9%
COc1cc(/C=N/NC(=O)NC2CCCCC2)ccc1O | 2.6 | 1.7%
Cc1cc(OCCCn2ccnc2)cc(C(C)C)c1 | 7.2 | -2.7%
CC(C)(C)C(=O)C[n+]1ccccc1 | · | 3.6%
CCOC(=O)c1cc2c(ccn2C)n1CC(=O)N(CC)CC | 0.3 | 2.0%
COc1ccc(C(=O)N/N=C/c2ccc(N3CCOCC3)o2)cc1OC | 5.9 | 4.1%
COP(=O)(OC)c1nc(-c2cccc3ccccc23)oc1N1CCCCC1 | -11.4 | 0.9%
CCCCNC(=O)/C(C#N)=C/c1ccc(-c2ccc(S(=O)(=O)N3CCOCC3)cc2)o1 | 3.0 | 5.2%
COc1ccc(NC(=O)COC(=O)C2=COCCO2)cc1OC | -3.9 | -5.3%
CCc1ccc(/C=C2\SC(=S)N(CCC(=O)NC3=NCCS3)C2=O)cc1 | -6.4 | -1.4%
COc1ccc(-c2nnc(SCC(=O)N3CCOCC3)o2)cc1OC | -7.6 | -1.8%
Fc1ccccc1CSc1nnnn1-c1ccc2c(c1)OCO2 | 4.2 | -4.7%
CCN(CC)S(=O)(=O)c1ccc(C)c(NC(=O)COC(=O)[C@@H]2CCCN2C(=O)c2cccs2)c1 | 4.3 | -0.4%
O=C(NCCc1ccccn1)c1ccc(NS(=O)(=O)c2ccc(F)cc2)cc1 | -9.7 | 2.0%
CCOC(=O)c1cc2sccc2n1CC(=O)Nc1ccc2c(c1)OCCO2 | 3.9 | 1.0%
Cc1c(Cl)cccc1NC(=O)NC1CCCCC1 | 15.1 | 2.2%
CCOC(=O)C1(CCOc2ccccc2)CCN(Cc2cnc(SC)nc2)CC1 | · | 5.8%
Cc1ccc(Nc2nc(N)nc(CSc3nnc(C)s3)n2)cc1 | -11.3 | 1.8%
O=C(O)c1ccc2c(=O)n(-c3ccccc3F)c(=S)[nH]c2c1 | 7.0 | -0.1%
O=S(=O)(NCc1ccncc1)c1ccc(Br)s1 | -10.2 | -2.7%
CC(=O)Nc1ccc(OCC(O)CN2CCN(c3ccc(Cl)cc3)CC2)cc1 (stereo unspecified) | · | 3.4%
CC1CCCCN1Cc1nc2c(c(=O)n(C)c(=O)n2C)n1CCc1ccccc1 (stereo unspecified) | -10.2 | -4.0%
O=C(COC(=O)[C@H](Cc1ccccc1)NC(=O)c1cccs1)NC1CCCCC1 | 63.9 | 2.4%
CC1(C)Cc2c(sc(NC(=O)c3ccc(Br)o3)c2C#N)CO1 | -5.6 | -1.6%
Cc1cc(C)c2cc(CN(CC3CCCO3)S(=O)(=O)c3ccc4c(c3)OCCO4)c(=O)[nH]c2c1 (stereo unspecified) | 6.6 | -4.1%
O=C(N/C(=C\c1ccco1)C(=O)N1CCOCC1)c1ccco1 | · | 1.6%
COc1ccccc1CNCc1cccs1 | · | 1.2%
CCc1nnc(NC(=O)CCN(c2ccc(C)cc2)S(=O)(=O)c2ccccc2)s1 | -4.4 | 2.7%
CCc1ccc(Nc2oc(C)cc(=O)c2C(C)=O)cc1 | 5.1 | -2.0%
Cc1cc(Nc2cccc(C(F)(F)F)c2)n2nc(C)nc2n1 | · | 0.3%
Cc1nc(SCC(=O)O)n[nH]1 | · | 4.4%
Cc1nc2c(cc1C(=O)N/N=C/c1ccc(O)c(O)c1)c(=O)n(C)c(=O)n2C | -9.3 | 0.7%
COc1ccc(NC(=O)C/C(C)=N/NC(=O)c2cnccn2)cc1 | -11.9 | 0.0%
Cc1oc(-c2ccc(C(F)(F)F)cc2)nc1CN(Cc1ccccn1)C[C@@H]1CCC(=O)N1 | -12.7 | 1.8%
CSc1ncccc1C(=O)Nc1ccc(F)c(F)c1F | 12.6 | 0.2%
COc1ccccc1NS(=O)(=O)c1cccc(NC(=O)c2cc3ccccc3oc2=O)c1 | · | 0.8%
Cc1cccc(NC(=S)/N=C(\N)Nc2nc(C)c3cc(C)ccc3n2)c1 | 29.3 | -3.5%
O=C(Nc1ccc(-c2noc(-c3ccccc3F)n2)cc1)c1cccs1 | · | 1.8%
Cc1ccc(C(C(=O)NC2CCCC2)N(C(=O)c2csnn2)C2CCCC2)o1 (stereo unspecified) | · | 0.0%
CCCS(=O)(=O)c1nc(S(=O)(=O)c2ccc(C)cc2)c(NCCN2CCOCC2)s1 | -1.6 | -1.6%
c1ccc(CSc2ncnc3sccc23)cc1 | 11.7 | -2.6%
Cc1cccc(N2C(=O)NC(=O)/C(=C/c3cc4c(cc3[N+](=O)[O-])OCO4)C2=O)c1 | -2.9 | 9.3%
C/C(=N/NC(=O)c1cn(-c2cccc(C)n2)cn1)c1ccc(C)cc1 | -1.8 | -0.4%
CCS(=O)(=O)N1Cc2ccccc2CC1C(=O)Nc1nc2c(C)cccc2s1 (stereo unspecified) | -7.1 | 2.8%
O=C(Cc1ccccc1)Nc1ccc(N2CCCC2)cc1 | · | -5.3%
S=C1CN=C(c2ccccc2)c2cc(Cl)ccc2N1 | · | -2.0%
COc1ccc2cnn(-c3ccccc3C)c(=O)c2c1OC | · | 4.0%
COc1ccccc1CNC(=O)C1Cc2ccccc2C(=O)O1 (stereo unspecified) | 7.8 | 4.8%
O=C(CC1C(=O)NCCN1CC(c1ccccc1)c1ccccc1)NCCc1cn[nH]c1 (stereo unspecified) | -14.0 | 1.4%
O=C(NCCc1csc(-c2ccccc2)n1)c1cccs1 | · | -3.1%

Structural class, the entries above with a cyano group
SMILES | Mtb RmlCD inh | M. tuberculosis GlmU
N#Cc1nccnc1S(=O)(=O)c1cccs1 | 5.4 | -1.2%
CCCCNC(=O)/C(C#N)=C/c1ccc(-c2ccc(S(=O)(=O)N3CCOCC3)cc2)o1 | 3.0 | 5.2%
CC1(C)Cc2c(sc(NC(=O)c3ccc(Br)o3)c2C#N)CO1 | -5.6 | -1.6%

Additional results:
SMILES | Mtb RmlCD inh | M. tuberculosis GlmU
Cc1cc(C)cc(OCC(=O)Nc2ccc(N3CCN(S(C)(=O)=O)CC3)cc2)c1 | · | 0.0%
Cc1ccc(CNC(=O)c2cc(COc3c(F)cccc3F)on2)s1 | -6.8 | 2.2%
Cc1ccc(S(=O)(=O)N2CCC(C(=O)N[C@@H](C)C(=O)NCCc3ccccc3)CC2)cc1 | 0.2 | ·
CC(C)Cc1nc(Nc2ccc(S(=O)(=O)N3CCCC3)cc2)c2nnn(Cc3ccccc3)c2n1 | 4.3 | -1.4%
COC(=O)[C@@H]1CCCN1C(=O)CCc1nnc(CCc2c[nH]c3ccccc23)o1 | -0.4 | 3.1%
CN(CCCNC(=O)CCCOc1cc(=O)n(C)c2ccccc12)Cc1ccccc1 | 6.2 | -2.5%
O=c1[nH]ncc2c3ccccc3n(Cc3ccccc3F)c12 | -10.5 | 0.6%
COc1ccc(C2CC(=O)c3ccccc3O2)cc1 (stereo unspecified) | · | 1.9%
CCOc1ccc(NS(=O)(=O)c2ccc(OC)c(C)c2)cc1 | -9.4 | 4.8%
c1ccc(-c2nc(-c3ccco3)cs2)nc1 | -3.2 | 0.2%
Cc1nn(CC(O)c2ccccc2)c(C)c1Br (stereo unspecified) | -9.7 | -1.7%

Source: PubChem BioAssay (several laboratories)
